# Screens deposited in PubChem by several laboratories.
# M4 PAM – CHRM4 positive allosteric modulation. P08173. 360,000 tested, 0.4% active. activation, % at 3 µM. CHO-K1 hM4/Gqi5, Fluo-8 calcium fluorescence, ACh EC20; 0% = ACh EC20, 100% = maximal ACh;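 active = activation above its plate's cutoff, the mean activation of sample wells plus 3 SD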; also: some results filed as inactive read as strong as hits
# Target sequence (P08173 whole entry, looked up): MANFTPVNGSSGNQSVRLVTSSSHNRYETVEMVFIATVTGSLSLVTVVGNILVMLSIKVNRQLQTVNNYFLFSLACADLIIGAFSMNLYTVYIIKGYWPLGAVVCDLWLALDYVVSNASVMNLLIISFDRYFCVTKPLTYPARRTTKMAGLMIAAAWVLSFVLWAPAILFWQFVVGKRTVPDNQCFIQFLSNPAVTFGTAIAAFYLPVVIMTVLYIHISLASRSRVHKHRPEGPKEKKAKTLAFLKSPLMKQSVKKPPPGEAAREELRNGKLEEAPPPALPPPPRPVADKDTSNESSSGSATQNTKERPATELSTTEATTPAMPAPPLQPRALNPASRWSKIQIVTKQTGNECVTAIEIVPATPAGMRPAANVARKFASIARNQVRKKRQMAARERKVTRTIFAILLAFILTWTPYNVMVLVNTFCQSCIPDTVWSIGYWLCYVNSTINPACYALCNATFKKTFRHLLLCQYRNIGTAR
# M5 PAM – CHRM5 positive allosteric modulation. AID 624038. 360,000 tested, 0.3% active. CHO-K1 hM5, Fluo-8 calcium, ACh EC20 PAM; 0% = ACh EC20, 100% = ACh EC100. P08912. activation, % at 3 µM;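 active = activation above the run cutoff, the mean activation of all test compounds plus 3 SD, cut at about 18% in these data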
# Target sequence (P08912 whole entry, looked up): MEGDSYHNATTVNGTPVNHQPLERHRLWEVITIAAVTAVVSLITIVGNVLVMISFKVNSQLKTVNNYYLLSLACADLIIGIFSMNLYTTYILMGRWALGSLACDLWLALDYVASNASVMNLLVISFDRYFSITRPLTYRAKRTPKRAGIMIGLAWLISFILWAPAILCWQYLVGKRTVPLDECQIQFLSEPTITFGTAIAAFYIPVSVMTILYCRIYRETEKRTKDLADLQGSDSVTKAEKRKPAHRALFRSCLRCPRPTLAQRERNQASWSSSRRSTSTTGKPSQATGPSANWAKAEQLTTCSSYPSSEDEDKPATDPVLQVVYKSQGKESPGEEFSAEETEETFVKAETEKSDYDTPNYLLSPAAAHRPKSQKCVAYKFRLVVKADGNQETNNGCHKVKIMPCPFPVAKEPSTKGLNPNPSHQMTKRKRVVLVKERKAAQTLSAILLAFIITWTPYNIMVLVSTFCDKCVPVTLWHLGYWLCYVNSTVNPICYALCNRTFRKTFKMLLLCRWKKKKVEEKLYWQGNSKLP
#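 Probe or stimulus: acetylcholine, EC20 level; Assay system: human M5 receptor in CHO-K1 cells; Schedule: compound preincubation 140 s before EC20 acetylcholine addition; Technique: intracellular calcium via Fluo-8 fluorescence; Dosing: single-point, 3 µM nominal; Read-out basis: percent activation from peak-over-basal fluorescence ratio, scaled EC20-to-EC100 acetylcholine; Repeats: one well per compound, no replicates.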
# M5 antag – blocks acetylcholine activation of human M5 receptor | P08912 | CHO-hM5 cells, Fluo-8 calcium fluorescence, ACh EC80 | inhibition, % at 3 µM | 360,000 tested, 0.59% active;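 active = inhibition above a per-plate cutoff, the mean of that plate's test compounds plus 3 SD, cut at about 27% in these data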;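 also: 0% = acetylcholine EC80 with DMSO and 100% = DMSO without agonist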
# CHRM4 antagonist – antagonists of human muscarinic M4 receptor (CHRM4); P08173; CHO-hM4 cells, ACh EC80, Fluo-8 calcium fluorescence; inhibition, % at 3 µM; 360,000 tested, 0.73% active; AID 624125;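 active = inhibition above its plate's cutoff, the mean inhibition of sample wells plus 3 SD, cut at about 27% in these data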;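 also: 0% = acetylcholine EC80 with DMSO and 100% = DMSO without agonist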
# CRFR2-BP ag – CRF-BP/CRF-R2 complex agonism. AID 588473. HEK293 CRF-R2/CRF-BP, calcium dye fluorescence (FLIPR); percent of saturating CRF peptide response. 350,000 tested, 0.46% active. activation, % at 13.2 µM;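 active = activation of at least 50%, plus an integration ratio under a set limit after plate pattern correction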;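 also: plate controls were neutral control wells without compound for no effect and CRF at EC100 for full effect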
# CHRM5 agonist – CHRM5 agonism in calcium assay. activation, % at 3 µM. 360,000 tested, 0.19% active. CHO-K1 hM5 cells, Fluo-8 calcium fluorescence; 0% DMSO wells, 100% maximal acetylcholine response. P08912;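 active = activation above the run's mean over test compounds plus 3 SD, cut at about 23% in these data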;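 also: signal is peak over basal fluorescence ratio across the kinetic read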
# CRFR2-BP antag – CRF-BP/CRF-R2 complex antagonism | HEK293 CRF-R2/CRF-BP, CRF-induced calcium fluorescence | inhibition, % at 11.8 µM | 350,000 tested, 0.59% active | AID 588475;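 active = inhibition of the ligand-induced calcium signal above about 50% at the single tested concentration, limit read from the data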
# M4 ag – CHRM4 agonism in calcium assay; P08173; CHO-K1 hM4/Gqi5, Fluo-8 calcium fluorescence; vehicle 0%, full acetylcholine response 100%; activation, % at 3 µM; 360,000 tested, 0.14% active; AID 624127;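 active = activation above the run mean over all test wells plus 3 SD, cut at about 32% in these data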;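 also: peak over basal fluorescence ratio per well then scaled between controls; 0% = DMSO wells and 100% = acetylcholine at EC100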
# CHRM1 PAM – human CHRM1 positive allosteric modulation. CHO-K1 hM1, Fluo-8 calcium fluorescence, ACh EC20; 0% = ACh EC20, 100% = maximal ACh. activation, % at 3 µM. 360,000 tested, 0.088% active. AID 588819; in the data active = activation above about 19%, passing the limit was not always enough
# The depositor's hits bear a star; · = no result given. Rows are unselected (roughly 2.6% active in at least one column).
M4 PAM	M5 PAM	M5 antag	CHRM4 antagonist	CRFR2-BP ag	CHRM5 agonist	CRFR2-BP antag	M4 ag	CHRM1 PAM	SMILES
-3	1	-3	-4	-1.0	-3	16	1	1	COc1cc(CNc2ccccc2Oc2cc(=O)n(C)c(=O)n2C)cc(OC)c1OC
-3	4	2	2	0.7	3	-4	0	9	COC(=O)c1cn(Cc2ccccn2)c(=O)c2ccccc12
2	-2	-5	-13	-0.2	0	6	2	-10	O=C(Nc1nccs1)c1ccc(Cl)s1
-4	-10	9	-5	-0.3	-3	12	1	1	Cc1cccc(NC(=O)c2ccccc2SCc2ccc(F)cc2)n1
11	-4	-4	-7	·	-2	·	0	5	COC(=O)CC1CC2(C(=O)OC)c3[nH]c4ccccc4c3CCN2C1=O (configuration not stated)
7	8	-4	-2	-0.9	-1	0	0	5	O=C1CC(c2ccncc2)c2cc3c(cc2N1)OCO3 (configuration not stated)
-2	10	-5	3	-0.7	-3	2	0	2	O=C(O)c1ccccc1OCc1ccccc1Cl
8	-5	13	-13	-1.9	1	9	0	9	O=C1NC(C(F)(F)F)(C(F)(F)F)N=C2SC=CN12
-4	-4	1	-3	-0.8	0	17	0	4	CC(=O)NNC(=O)N1Cc2ccccc2Oc2ccc(Cl)cc21
2	-1	0	-15	0.8	-1	-6	1	4	COc1cccc(C#Cc2cnc3c(c2)C(=O)N([C@@H](C)CO)C[C@H](C)[C@H](CN(C)C(=O)C2CCC2)O3)c1
-6	-1	6	0	0.7	0	-15	3	-3	COc1cccc(CNc2ccc(F)c(Cl)c2)c1OC
3	-1	0	1	-0.5	0	10	2	-2	Cc1ccc(SCC(=O)Nc2oc(C)c3c(C)n[nH]c(=O)c23)cc1C
18	-1	11	0	-0.7	5	4	1	14	CN(C)S(=O)(=O)c1ccc(N2CCCC2)c(C(=O)NNC(=O)c2ccc(F)cc2)c1
3	-1	11	-10	-0.7	1	-3	0	10	O=C(Nc1nn[nH]n1)c1cc(-c2ccc(Cl)c(Cl)c2Cl)nc2ccccc12
13	5	-6	4	-0.2	0	-3	1	11	CSCCC(NC(=O)c1ccco1)C(=O)N1CCCC(C(F)(F)F)C1 (configuration not stated)
4	-4	6	0	-1.3	0	0	0	3	CC[C@]12c3[nH]c4cc(CCC(=O)N(C)C)ccc4c3CCN1C(=O)[C@@H](CC(=O)NCCCn1ccnc1)C[C@@H]2C(=O)N1CCN(C(=O)c2ccco2)CC1
13	6	-3	-4	0.1	-1	-2	2	7	Cc1ccc(C(=O)NNC(=O)C(C)Oc2ccccc2F)cc1S(=O)(=O)N1CCOCC1 (configuration not stated)
2	-1	1	-9	1.1	1	1	0	6	Cc1ccc(N(CC(=O)N2CCCC2)S(C)(=O)=O)cc1C
10	-3	-1	-16	-1.3	1	13	1	0	COCCNC(=O)c1cc2c(=O)n3cccc(C)c3nc2n1C
4	3	-1	5	0.5	-3	-18	0	8	COc1cc(OC)cc(C(=O)N2CCN(Cc3cccc(F)c3)CC2)c1
11	4	1	2	-0.9	2	0	0	4	O=C1OC(c2ccccc2)/C(=C(/O)c2ccccc2)C1=O (configuration not stated)
-33	-31	9	15	-2.2	7	6	25	-10	C=CCOc1nc2c(c(=O)n(C)c(=O)n2C)n1Cc1ccccc1
-8	-7	3	-7	-1.5	0	10	6	-3	COc1ccc(OCc2cc(C(=O)N(C)CCC3CCOCC3)no2)c(Cl)c1
1	3	-1	1	-0.5	-1	8	1	8	Nc1nc2sc3c(c2cc1C(=O)N1CCOCC1)CCCC3
2	2	7	-7	-1.8	0	-1	-1	8	O=C(Cc1n[nH]c(=O)c2ccccc12)OCC(=O)c1ccc(F)c(F)c1
-1	8	-1	1	-2.1	-3	-2	1	15	S=c1[nH]nc(-c2cc(-c3ccccc3)n[nH]2)n1/N=C/c1ccc(Cl)cc1
10	2	0	-1	-0.2	-2	7	0	13	CC(C)NC(=O)C(C)n1cccc1C(=O)c1ccccc1 (configuration not stated)
4	-4	9	-2	-0.1	-3	-3	1	16	COc1ccc(C2/C(=C(\O)c3ccc4c(c3)OCCO4)C(=O)C(=O)N2Cc2cccnc2)cc1OC (configuration not stated)
4	-3	-1	-20	1.6	0	14	3	-2	COc1ccc(CNC(=O)C[C@@H]2C[C@H]3c4cc(NC(=O)NC5CCCC5)ccc4O[C@H]3[C@H](CO)O2)cc1
-2	14	-16	-3	-1.4	7	8	2	11	CC(=O)c1ccc2oc3ccccc3c(=O)c2c1
0	-2	-4	-1	-5.3	-4	25	6	0	COc1ccccc1OCc1ccc(C(=O)N2N=C(C(F)F)CC2(O)C(F)F)o1 (configuration not stated)
7	7	-2	-19	-0.7	0	-3	0	0	NCCNc1ccc2nnnn2n1
-15	-5	12	10	-0.8	2	7	-1	-5	COc1ccc(NCC(=O)N/N=C/C(C)c2ccccc2)cc1 (configuration not stated)
-5	-1	7	-3	-1.1	-3	8	-1	4	O=C(Cn1c2ccccc2c2nc3n(c(=O)c21)CCS3)N1CCCC1
0	0	1	11	0.9	-4	14	0	-3	O=c1c2cc(N3CCOCC3)ccc2[nH]c(=S)n1CCCN1CCCC1
2	1	2	-7	3.6	-4	-12	1	12	CCN1CCc2c(sc(NC(=O)c3cc4ccccc4cc3OC)c2C(N)=O)C1
5	4	-8	-5	-0.2	-2	-24	0	5	Cc1c(C(=O)O)sc2nc(SCC(=O)Nc3ccc(S(=O)(=O)NC(C)(C)C)cc3)[nH]c(=O)c12
2	2	10	-1	-0.3	-3	-2	1	9	O=S1(=O)N=C(N2CCOCC2)c2ccccc21
-6	5	-14	-7	-0.7	-2	9	10	-3	Cc1ccc(N2CC(C(=O)N3CCC4(CC3)CC(=O)c3ccccc3O4)CC2=O)cc1 (configuration not stated)
4	-2	0	-23	8.0	-2	9	2	4	CC1CN(N=Cc2ccc([N+](=O)[O-])o2)C(=N)O1 (configuration not stated)

# Retrieved by structure from the list above (three):
M4 PAM	M5 PAM	M5 antag	CHRM4 antagonist	CRFR2-BP ag	CHRM5 agonist	CRFR2-BP antag	M4 ag	CHRM1 PAM	SMILES
-6	5	-14	-7	-0.7	-2	9	10	-3	Cc1ccc(N2CC(C(=O)N3CCC4(CC3)CC(=O)c3ccccc3O4)CC2=O)cc1 (configuration not stated)
2	1	2	-7	3.6	-4	-12	1	12	CCN1CCc2c(sc(NC(=O)c3cc4ccccc4cc3OC)c2C(N)=O)C1
5	4	-8	-5	-0.2	-2	-24	0	5	Cc1c(C(=O)O)sc2nc(SCC(=O)Nc3ccc(S(=O)(=O)NC(C)(C)C)cc3)[nH]c(=O)c12

# (more compounds)
M4 PAM	M5 PAM	M5 antag	CHRM4 antagonist	CRFR2-BP ag	CHRM5 agonist	CRFR2-BP antag	M4 ag	CHRM1 PAM	SMILES
-1	-2	1	-5	-0.9	4	-7	-1	2	CC1CCCCC1NC(=O)c1c(O)nc2ccccn2c1=O (configuration not stated)
-3	-5	2	3	-1.4	-1	8	1	6	Cc1ccc(CNC(=O)CS(=O)(=O)c2ccccc2)cc1
3	7	-22	-20	0.5	-1	-5	2	10	O=C(Cc1ccccc1)Nc1ccnn1C1CCN(Cc2nccs2)CC1
0	7	-12	1	0.8	6	5	1	9	O=C(Nc1ccccc1)c1ccc(OC(=O)c2ccccc2)cc1
5	-1	-4	-13	9.3	2	-17	3	8	CC(=O)N(CC#CCN(C(C)=O)c1ccccc1)c1ccccc1
10	5	0	-6	-0.5	-1	-6	1	16	CCC(=O)Nc1nnc(SCC(=O)NC2CCCC2)s1
-3	-4	8	2	0.5	-6	-19	1	6	CCC(C)CN1CCC(CO)(Cc2ccccc2Cl)CC1 (configuration not stated)
-3	-6	2	0	-0.7	6	-38	10	3	Cn1cnnc1SCC(=O)Nc1ccc2nc(SCc3ccccc3F)sc2c1
-3	-3	-1	8	-0.3	1	1	3	-7	COc1ccc(/C=N/NC(=O)c2cccc(NC(=O)c3ccccc3)c2)c(C(=O)O)c1OC
-4	1	8	-1	3.6	-3	-12	0	10	CCOC(=O)c1ccccc1NC(=O)CN1CCC(n2nnc3cc(C(F)(F)F)ccc32)CC1
1	5	0	-9	-0.4	-4	-1	0	3	Cc1oc(-c2cccs2)nc1CN1CCN(CC(C)C)C(CCO)C1 (configuration not stated)
3	2	-3	-3	0.9	-2	7	1	5	NC(=O)CN1C(=O)C(O)(CC(=O)/C=C\C=C\c2ccccc2)c2ccccc21 (configuration not stated)
7	4	-3	4	0.3	-4	4	0	10	Cc1cc(NC(=O)c2cc(-c3ccccn3)nc3ccc(Br)cc23)no1
11	6	2	-2	0.8	-14	-10	-1	7	Cc1ccc(C(=O)c2c[nH]cc2-c2ccccc2)cc1
0	-1	1	11	-2.4	1	8	1	9	Cc1ccc(OCC(=O)Nc2ccc(-c3nnc(-c4ccco4)o3)cc2)cc1
-5	-5	6	4	0.9	1	9	4	-1	Cn1c(=O)n(C)c2cc(NC(=O)c3cc4ccccc4o3)ccc21
-2	-2	-2	12	-1.4	-3	16	2	-1	Oc1ccccc1Nc1ncnc2c1oc1ccccc12
-5	-19	8	-1	3.1	-9	-7	1	-13	COc1ccccc1C(CNC(=O)c1ccc(NS(=O)(=O)c2ccc(F)c(C)c2)cc1)N1CCCC1 (configuration not stated)
3	-9	6	-2	-1.0	-1	3	0	7	O=C(COC(=O)COc1ccc(Cl)cc1Cl)NC1CC1
-3	-12	10	-7	-1.9	-6	-131	7	-17	Cc1cc(Br)ccc1OCCNCc1ccccc1
-3	0	6	-2	0.7	2	4	-1	-3	O=C(CC1SC(N2CCCC2)=NC1=O)Nc1ccc(C(=O)N2CCN(c3cccc(Cl)c3)CC2)cc1 (configuration not stated)
-6	-10	-9	-9	-1.1	-4	-5	7	0	Cn1c(Nc2cccc(Cl)c2)nc2ccccc21
3	3	6	-6	-0.6	-1	12	1	4	CCOc1ccc(S(=O)(=O)Nc2ccc(C(=O)NCCCN3CCOCC3)cc2)cc1
4	2	10	5	-2.8	-3	9	0	9	Cc1ccc2[nH]c3nc(NN)nnc3c2c1
5	5	0	3	1.2	0	-11	0	0	Cc1cc(OCC(=O)N(Cc2ccco2)c2c(N)n(Cc3ccccc3)c(=O)[nH]c2=O)ccc1Cl
7	-2	-1	-3	-0.7	-2	26	1	-7	Cc1nonc1OCCNc1ccc([N+](=O)[O-])cc1
-3	5	-5	-11	·	1	·	0	4	CCCS(=O)(=O)NC(=O)C1(C)CCCN(C(=O)c2ccc(C(F)(F)F)nc2C)C1 (configuration not stated)
0	-6	7	-5	0.6	-1	12	0	-3	COc1ccc(S(=O)(=O)NCC(=O)N(CC2CCCO2)C(C(=O)NC2CCCC2)C(C)C)cc1 (configuration not stated)
5	2	8	1	0.1	-3	-6	2	6	Cc1ccc(S(=O)(=O)/C(=C\N(C)C)c2cnc(Cl)s2)cc1
-6	4	-7	10	-0.5	5	0	3	4	Cc1ccc(NC(=O)c2cc(N3C(=O)C=CC3=O)ccc2N2CCOCC2)cc1Cl
10	5	-8	5	-0.5	-1	10	2	11	COc1cc(C)ccc1NC(=O)c1ccc(S(=O)(=O)N2CCOCC2)cc1
0	-2	3	4	10.0	1	-18	-1	8	CC(=O)Nc1ccc(NC(=O)c2ccccc2N(C)S(C)(=O)=O)cc1
-3	-10	10	8	-0.1	0	-6	10	-2	COc1ccccc1C(C)NC(=O)CCC(=O)N1CCN(S(=O)(=O)c2ccc(Cl)cc2)CC1 (configuration not stated)
9	-1	-4	4	0.0	3	0	1	5	O=C1N/C(=N/N=C/c2ccccc2)SC1(c1ccccc1)c1ccccc1
